# Pin1 inhibitor = qHTS Assay to Find Inhibitors of Pin1; Peptidyl-prolyl cis-trans isomerase NIMA-interacting 1 (Homo sapiens), Q13526; Pin1 FP peptide displacement, HiFluor488, 10 min; Potency, µM (doses to about 115 µM), for inactives: at the highest dose activity, negative = inhibition, most hits filed as inhibitors; 390,000 compounds, 0.009% hits; AID 504891, 2011; active = well fitted inhibition curve with a large enough effect in the polarisation, with a control signal flat, not every such curve was filed as active; inconclusive = small, poorly fitted or top-dose-only effect, or effect the other way, or a change in a side signal; inactive = no such curve, though single readings can be large or run the other way; the % refers to the polarisation; also: potency is read from the fitted curve at half-maximal effect; % is scaled to controls: 0 for no effect and ±100 for the full control effect
# Target sequence (Q13526 whole entry, looked up): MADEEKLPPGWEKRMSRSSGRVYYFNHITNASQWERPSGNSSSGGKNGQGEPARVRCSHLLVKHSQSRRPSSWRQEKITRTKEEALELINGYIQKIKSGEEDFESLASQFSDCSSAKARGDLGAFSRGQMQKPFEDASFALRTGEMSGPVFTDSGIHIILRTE
# GLS inhibitor = qHTS for Inhibitors of Glutaminase (GLS); Glutaminase kidney isoform, mitochondrial (Homo sapiens), O94925; GLS enzymatic activity, qHTS titration; Potency, µM (titrated, usually from 45.5 µM), inactives show top-dose activity change, negative = inhibition, hits mostly inhibitors; 410,000 compounds, 0.21% hits; also: potency is read from the fitted curve at half-maximal effect; % is scaled to controls: 0 for no effect and ±100 for the full control effect
#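 Compounds were pin-transferred onto hKGA, after which L-glutamine (1 mM solution) and a detection mix of glutamate oxidase, HRP and Amplex Red were added. Initial and 30 min RT fluorescence reads were collected.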
# HP1b binding inh = HTS for Inhibitors of HP1-beta Chromodomain Interactions with Methylated Histone Tails; Chromobox protein homolog 1 (Homo sapiens), P83916; AlphaScreen HP1-beta / biotin-H3K9me3 peptide binding; Potency, µM (top dose mostly 114 µM), inactives show top-dose activity change, negative = inhibition, actives largely listed as inhibitors; 390,000 compounds, 0.56% hits; AID 540317, 2011; also: potency is read from the fitted curve at half-maximal effect; nearly all actives have a fitted effect of over 70% in size; inactives centre near 23
# Target sequence (P83916 whole entry, looked up): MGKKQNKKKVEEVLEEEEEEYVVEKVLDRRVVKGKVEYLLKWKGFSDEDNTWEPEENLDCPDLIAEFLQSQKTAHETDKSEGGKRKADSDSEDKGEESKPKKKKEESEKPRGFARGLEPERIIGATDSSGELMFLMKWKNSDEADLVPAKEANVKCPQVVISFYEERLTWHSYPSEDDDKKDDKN
#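 Compound inhibition of the preformed complex between 50 nM HP1-beta and 50 nM biotinylated H3K9me3 peptide was read by AlphaScreen. Buffer was PBS pH 7.4 with 0.01% Tween-20. Incubations ran 30 min at room temperature, with 10 ug/mL donor/acceptor beads.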
# BAZ2B block = qHTS Assay for Inhibitors of BAZ2B; Potency, µM (titrated, usually from 114 µM), for inactives: at the top dose activity change, negative = inhibition, usual class: inhibitors; AlphaScreen BAZ2B-H3K14Ac peptide displacement; AID 504333, 2011; Bromodomain adjacent to zinc finger domain protein 2B (Homo sapiens), Q9UIF8; 360,000 compounds, 4.4% hits; also: potency is read from the fitted curve at half-maximal effect; % is scaled to controls: 0 for no effect and ±100 for the full control effect; nearly all actives have a fitted effect of over 60% in size
#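 AlphaScreen luminescence quantifies BAZ2B engagement of H3K14Ac peptide; the protein and biotinylated peptide are both at 50 nM final, buffer PBS pH 7.4 with 0.01% Tween-20, all steps at room temperature.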
# ERG Ets-DNA blk = qHTS for Small Molecule Inhibitors of the ERG Ets/DNA interaction; Transcriptional regulator ERG (Homo sapiens), P11308; fluorescence polarization, His-ERG Ets domain / labelled DNA; Potency, µM (highest dose often 76.9 µM), for inactives: top-dose FP activity, negative = inhibition, usual class: inhibitors; 370,000 compounds, 0.028% hits; active = well fitted inhibition curve with a large enough effect in the polarisation, with a control signal flat; inconclusive = small, poorly fitted or top-dose-only effect, or effect the other way, or a change in a side signal; inactive = no such curve, though single readings can be large or run the other way; the % refers to the polarisation;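 also: polarization taken with two DNA probes labelled with fluorescein and Texas red; potency is read from the fitted curve at half-maximal effect; % of control where 0% means no effect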
# Target sequence (P11308 whole entry, looked up, the tested form may be a part): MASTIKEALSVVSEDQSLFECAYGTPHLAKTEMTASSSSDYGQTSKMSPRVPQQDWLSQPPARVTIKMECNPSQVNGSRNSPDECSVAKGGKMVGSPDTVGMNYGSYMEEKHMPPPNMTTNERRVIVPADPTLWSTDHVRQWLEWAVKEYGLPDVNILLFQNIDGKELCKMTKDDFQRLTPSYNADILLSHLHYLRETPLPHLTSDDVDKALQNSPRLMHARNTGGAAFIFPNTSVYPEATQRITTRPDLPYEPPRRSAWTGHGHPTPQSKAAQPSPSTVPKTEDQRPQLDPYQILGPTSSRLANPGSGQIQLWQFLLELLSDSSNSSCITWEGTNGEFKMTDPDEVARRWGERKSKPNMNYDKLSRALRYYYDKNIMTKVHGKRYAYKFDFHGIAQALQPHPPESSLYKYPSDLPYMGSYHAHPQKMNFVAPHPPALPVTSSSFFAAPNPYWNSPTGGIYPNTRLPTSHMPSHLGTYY
#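 His-tagged ERG Ets domain (1 uM in the protein solution; 300mM KCl, 50mM Tris-HCl, 1mM EDTA, 1mM DTT, pH 7.5) received compound, then a probe mix of 5 nM fluorescein-DNA and 100nM Texas-615-DNA. Fluorescence polarization was read for both dyes.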
# PI4K2A inh = qHTS for small molecular inhibitors of PI4K2A; 420,000 compounds, 0.13% hits; activity change, negative = inhibition, % at 76.9 µM; purified PI4K2A, ADP-Glo luminescence, 1 h; active compounds read low; Phosphatidylinositol 4-kinase type 2-alpha (Homo sapiens), Q9BTU6; in the data active = activity change below about -50%; inconclusive = mostly about -30% to -49%;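 also: -100% = wells without enzyme as full effect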
#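 ADP-Glo luminescence measured ADP generated by PI4K2A enzyme (4 ug/mL before mixing) with 1.2 mM PI substrate (pre-mix) and 300 microM ATP (pre-mix). Tris pH7.5 buffer with MgCl2, Triton X-100; 1 h reaction at ambient temperature.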
# JMJD2A Tudor = qHTS Assay for Inhibitors of JMJD2A-Tudor Domain. Potency, µM (series often up to 114 µM), for the others: top-dose activity change, negative = inhibition, hits mostly inhibitors. Lysine-specific demethylase 4A (Homo sapiens), O75164. 390,000 compounds, 4.4% hits. AlphaScreen JMJD2A-Tudor / H3K4me3 peptide binding; also: potency is read from the fitted curve at half-maximal effect; % is scaled to controls: 0 for no effect and ±100 for the full control effect; nearly all actives have a fitted effect of over 50% in size
# PGK inhibitor = qHTS Assay to Find Inhibitors of Phosphoglycerate Kinase; Phosphoglycerate kinase, glycosomal (Trypanosoma brucei brucei), P07378; PGK/GAPDH coupled, Kinase-Glo luminescence, 60 min; Potency, µM (titrated, usually from 57.5 µM), inactives show at the top dose activity change, negative = inhibition, most hits filed as inhibitors; 380,000 compounds, 0.043% hits; AID 602233, 2012; also: potency is read from the fitted curve at half-maximal effect; % is scaled to controls: 0 for no effect and ±100 for the full control effect; nearly all actives have a fitted effect of over 60% in size
#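 Recombinant glycosomal PGK reaction used 1,3-bisphosphoglycerate generated in-well by GAPDH (100nM final) in 100mM TEA pH 7.6, 5mM MgCl2, 0.01% Tween-20. After 60 minutes at room temperature, ATP was read by Kinase-Glo Plus luminescence end-point.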
# G9a block = qHTS Assay for Inhibitors of Histone Lysine Methyltransferase G9a. Histone-lysine N-methyltransferase EHMT2 (Homo sapiens), Q96KQ7. G9a H3K9 monomethylation, AlphaScreen, 2 h. 350,000 compounds, 8.8% hits. Potency, µM (highest dose often 102 µM), for the others: top-dose activity, negative = inhibition, hits mostly inhibitors; also: potency is read from the fitted curve at half-maximal effect; % is scaled to controls: 0 for no effect and ±100 for the full control effect; nearly all actives have a fitted effect of over 75% in size
#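 Enzyme 20 nM + cpd, 15 min RT; add b-H3K9 pep 500 nM / SAM 20 uM; 2 h RT; anti-H3K9me1 Ab 0.5 ug/mL + SA donor / anti-rabbit acceptor beads 20 ug/mL each, 10 min; AlphaScreen read.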
# The depositor's hits bear a star; i = inactive; ? = inconclusive; / = not tested or not shown; [ ] = remark or other dose. Unless noted, calls follow the shape of the dose curve; as a rule, active = well fitted curve in the direction sought with a large enough effect; inconclusive = small, poorly fitted or top-dose-only effect, or another doubt; inactive = no such curve, though single readings can be large; an effect the other way counts as inactive or inconclusive.
# Short keys – A = Pin1 inhibitor; B = GLS inhibitor; C = HP1b binding inh; D = BAZ2B block; E = ERG Ets-DNA blk; F = PI4K2A inh; G = JMJD2A Tudor; H = PGK inhibitor; I = G9a block
> O=C(Nc1ccc(Cl)cn1)C1COc2ccccc2O1 (stereo not drawn)
  A = 0%; B = -7%; C = 44%[activator]; D = -34%; E = 3%; F = -3; G = 5%; H = -5%; I = -2%
> O=C(COC(=O)c1cc(Br)ccc1O)NCC1CCCO1 (stereo not drawn)
  A = -1%; B = -8%; C = 14%; D = 37%[activator]; E = 1%; F = 0; G = -10%; H = -1%; I = -11%[0.501 µM]
> Cc1ccc(NC(=O)c2ccc3c(SCC(=O)O)c4c(nc3c2)CCCC4)c(Br)c1
  A = -1%; B = -10%; C = 37%; D = -7%; E = -2%; F = 7; G = -21%; H = -5%; I = /
> CSc1cccc(NC(N)=O)c1
  A = -2%; B = 1%; C = -3%; D = 1%; E = 1%; F = 2; G = -19%; H = -9%; I = -6%
> O=C(Cc1n[nH]c(=O)c2ccccc12)Nc1cccc(S(=O)(=O)N2CCCCCC2)c1
  A = 3%; B = 14%; C = 16%; D = 10%; E = 3%; F = -1; G = -10%; H = -4%; I = -19%[12.7 µM]
> CCNc1nc(NCC)nc(SCCOC(=O)Nc2ccccc2)n1
  A = 3%; B = -3%; C = 23%; D = 2%; E = -11%; F = 3; G = 1%; H = -3%; I = 1%[59 µM]
> CC(C)(C)c1ccc(C(=O)NNC(=O)CCC(=O)Nc2ccccc2)cc1
  A = -8%; B = 2%; C = 19%; D = -2%; E = -5%; F = -2; G = 1%; H = -4%; I = 53%[activator]
> COc1ccc(/C=C\C(=O)O[C@@H]2C(O)C(O[C@@H]3OC(C)[C@H](O[C@@H]4OCC(O[C@H]5O[C@H](CO)[C@@H](O)C(O)C5O)C(O)C4O)C(O)C3O)[C@H](OC(=O)[C@]34CCC(C)(C)C[C@@H]3C3=CCC5[C@@]6(C)CC(O)C(O[C@@H]7OC(CO)C(O)[C@H](O)[C@H]7O)[C@@](C)(C(=O)O)C6CC[C@@]5(C)[C@]3(CO)CC4)O[C@H]2C)cc1 (stereo partly drawn)
  A = -9%; B = -6%; C = 1%; D = /; E = -5%; F = 0; G = ?; H = -8%; I = /
> O=C(c1cc(-c2ccccc2Cl)on1)N1CCN(C(=O)c2ccco2)CC1
  A = 19%; B = 2%; C = 19%; D = -4%; E = 1%; F = 5; G = -28%; H = -6%; I = 0%
> CC(=O)Nc1cc(C(=O)OCc2cccc([N+](=O)[O-])c2)ccc1C
  A = 12%; B = -2%; C = 19%; D = -19%; E = -1%; F = -9; G = -2%; H = 0%; I = -33%

# The listing continues.
# Below each compound: Pin1 inhibitor	GLS inhibitor	HP1b binding inh	BAZ2B block	ERG Ets-DNA blk	PI4K2A inh	JMJD2A Tudor	PGK inhibitor	G9a block
- CN(C)c1ccc(CNC(=O)CN2C(=O)CCn3nc(-c4cn(C)c5ccccc45)cc32)cc1
 : 28%	2%	-9%[57 µM]	45µM*	-1%	6	50µM*	-7%	?
- CCN(CC)C(=O)OCCc1cc2ccccc2c(=O)o1
 : -1%	15%	36%	4%	6%	-1	-13%	-8%	12%[0.501 µM]
- O=C(NCC(=O)N1CCN(S(=O)(=O)c2ccccc2)CC1)c1ccc2ccccc2c1
 : 12%	-3%	31%	3%	/	-1	-9%	-8%	-9%[0.501 µM]
- O=C(Nc1ccc(Cc2ccncc2)cc1)c1ccc(S(=O)(=O)N2CCOCC2)cc1
 : -4%	-3%	25%	-26%	-1%	9	-13%	-6%	22%[12.7 µM]
- CCC(C)NC(=O)c1ccccc1NC(=O)c1ccc(CSc2ccc(C)cc2)cc1 (stereo not drawn)
 : -3%	-3%	41%[activator]	13%	-20%	-6	6%	-9%	14%[59 µM]
- CCOc1ccc(S(=O)(=O)N2CCCCC2)cc1NC(=O)CN1C(=O)NC(C)(c2ccc(C)cc2)C1=O (stereo not drawn)
 : ?	0%	12%	?	24%	-5	?	i	?
- Cc1c(O)c(C)c2c(c1O)C(=O)C[C@@H](c1ccccc1)O2
 : -2%	7%	41%[activator]	1%	0%	0	-17%	-1%	18%[2.33 µM]
- COc1ccc(-c2ocnc2C(=O)Nc2ccc3c(c2)CCC3)cc1
 : -3%	2%	22%	-1%	-6%	-1	1%	1%	-7%[59 µM]
- CN(CC(=O)NC1CCCCCC1)S(=O)(=O)c1ccc(Br)cc1
 : -3%	10%	18%	3%	12%	1	2%	-5%	/
- Cc1nc(C(=O)N(C)C)nn1-c1cc(Cl)ccc1Cl
 : -9%	-17%	11%	-4%	-4%	4	-18%	-1%	12%[59 µM]
- CCC(C)NC(=O)CSc1nnc(-c2c[nH]c3ccccc23)o1 (stereo not drawn)
 : -2%	-10%	19%	2%	5%	3	-5%	i	0%
- Cc1ccc(S(=O)(=O)N(CC(=O)Nc2cccnc2)c2cccc([N+](=O)[O-])c2)cc1
 : -3%	3%	-3%	-34%	4%	0	-28%	0%	/
- CCOC(=O)N1CCN(C(=O)C(=O)Nc2sc3c(c2C(N)=O)CC(C)(C)OC3)CC1
 : 9%	3%	23%	-22%	1%	0	3%	8%	-14%
- COCCNC(=O)C(C)N(c1ccc(OC)cc1)S(C)(=O)=O (stereo not drawn)
 : -2%	-14%	40%[activator]	-5%	-1%	3	-7%	-5%	7%[59 µM]
- O=C(Nc1cccc(S(=O)(=O)N2CCOCC2)c1)C1CCN(S(=O)(=O)c2ccccc2)CC1
 : 0%	-3%	21%	8%	-5%	1	-15%	-1%	-11%[12.7 µM]

# Some of the entries above, set out differently.
SMILES | Pin1 inhibitor | GLS inhibitor | HP1b binding inh | BAZ2B block | ERG Ets-DNA blk | PI4K2A inh | JMJD2A Tudor | PGK inhibitor | G9a block
CN(C)c1ccc(CNC(=O)CN2C(=O)CCn3nc(-c4cn(C)c5ccccc45)cc32)cc1 | 28% | 2% | -9%[57 µM] | 45µM* | -1% | 6 | 50µM* | -7% | ?
CCN(CC)C(=O)OCCc1cc2ccccc2c(=O)o1 | -1% | 15% | 36% | 4% | 6% | -1 | -13% | -8% | 12%[0.501 µM]
O=C(NCC(=O)N1CCN(S(=O)(=O)c2ccccc2)CC1)c1ccc2ccccc2c1 | 12% | -3% | 31% | 3% | / | -1 | -9% | -8% | -9%[0.501 µM]
O=C(Nc1ccc(Cc2ccncc2)cc1)c1ccc(S(=O)(=O)N2CCOCC2)cc1 | -4% | -3% | 25% | -26% | -1% | 9 | -13% | -6% | 22%[12.7 µM]
CCC(C)NC(=O)c1ccccc1NC(=O)c1ccc(CSc2ccc(C)cc2)cc1 (stereo not drawn) | -3% | -3% | 41%[activator] | 13% | -20% | -6 | 6% | -9% | 14%[59 µM]
CCOc1ccc(S(=O)(=O)N2CCCCC2)cc1NC(=O)CN1C(=O)NC(C)(c2ccc(C)cc2)C1=O (stereo not drawn) | ? | 0% | 12% | ? | 24% | -5 | ? | i | ?
Cc1c(O)c(C)c2c(c1O)C(=O)C[C@@H](c1ccccc1)O2 | -2% | 7% | 41%[activator] | 1% | 0% | 0 | -17% | -1% | 18%[2.33 µM]

# Source: PubChem BioAssay (National Center for Advancing Translational Sciences (NCATS))
